Screens from PubChem BioAssay.
Pf Dd2 growth – inhibitors of Plasmodium falciparum Dd2 growth; Potency, µM (top dose mostly 28.9 µM), for inactives: at the highest dose activity, negative = inhibition, usual class: inhibitors; P. falciparum Dd2 growth, SYBR Green, 72 h; hit rate 4.3% among 120,000; active = well fitted inhibition curve with a large enough effect; inconclusive = small, poorly fitted or top-dose-only effect; inactive = no such curve, though single readings can be large or run the other way;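 note: plate controls were DMSO vehicle for no effect and reference drug for full effect; nearly all actives have a fitted effect of over 65% in size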
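Infected erythrocytes (Dd2, 0.3% parasitemia, 2.5% hematocrit final) are added to compound in RPMI-1640/Albumax II medium, grown 72 h at 37C in low oxygen, then lysed with saponin/Triton-X containing SYBR Green and read by fluorescence.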
Numbers without * were called inactive; i = inactive; u = inconclusive; [ ] = dose if it differs, or a comment. Potency is the fitted concentration of half-maximal effect.

SMILES | Pf Dd2 growth
CN1C(=O)N(CCc2ccccc2)C(=O)C12CCN(Cc1cn[nH]c1-c1ccc(F)cc1)CC2 | u
CC(=O)c1cccc(NC(=O)C2CCN(S(=O)(=O)c3ccc4c(c3)CCCN4C(C)=O)CC2)c1 | u
O=C(CCCN1C(=O)C(c2ccccc2)Oc2cccnc21)Nc1ccccc1C(F)(F)F (stereo not drawn) | -22%
COc1ccc(-c2cnc(Nc3ccc(CN4CCN(C)CC4)cc3)c3c2CCO3)cn1 | 6.3µM*
CCO[C@H]1CN(Cc2ccc(OC)c(OCc3cccc(F)c3)c2)C[C@@H]1O | 13µM*
N#Cc1nc(-c2ccc(COc3ccccc3)o2)oc1N1CCCCC1 | 59%[activator][0.594 µM]
CC(C)Oc1ccc(C(=O)N2CCCCC2CCN2CCCCC2)cc1 (stereo not drawn) | -11%
CCc1[nH]nc(C(=O)N2CCC(c3[nH]ncc3-c3cccc(C)c3)CC2)c1C | -15%
COc1ccc(S(=O)(=O)N2CCC(n3c(C(F)(F)F)nc4cccnc43)CC2)cc1OC | 63%[activator]
O=S(=O)(c1cccc(F)c1)N1CCC(Oc2ccc(-n3cnnn3)cc2)CC1 | u
Cc1cc(N2C[C@H](NC(=O)CN3CC(=O)NC3=O)[C@@H](C3CC3)C2)ncn1 | -10%
CCN(CC)C(=O)CC[C@@H]1CNC(=O)[C@@H]2C[C@H](NCc3ccccc3)CN12 | 10%[44.1 µM]
COCCNc1ccc(-c2noc([C@@H]3CCCN3Cc3ccccc3F)n2)cn1 | u
Cc1ccc2oc(C(=O)Nc3cccc(-c4nc5ccccc5s4)c3)c(C)c2c1 | 40%[activator]
CC(C)(C)OC(=O)N1CCC(c2c(C(=O)N3CCCCC3)cnn2-c2ccc(F)cc2F)CC1 | u
COCC1CN(C)CC12CCN(S(=O)(=O)c1cccc(OC)c1)CC2 (stereo not drawn) | u
Cc1cccc(NC(=O)N2CC(Oc3ccccc3-c3nc(-c4ccccc4)no3)C2)c1 | -28%
Nc1ccc2nc(-c3ccc(O)cc3)sc2c1 | u
Cc1ccc(C)c(-c2cc3c(=O)n(CCNC(=O)c4ccccc4)ccn3n2)c1 | u
CC(C)CNc1ccc2c(n1)C(C)(C(=O)NC1CC1)CN(Cc1ccccc1)C2 (stereo not drawn) | -19%[44.1 µM]
COc1ccc(CCNC(=O)CN2C(=O)NC3(CCOCC3)C2=O)cc1OC | 6%
COc1ccc(-c2nc(CN3CCC(C(=O)NCCN(CC(C)C)CC(C)C)CC3)c(C)o2)cc1OC | u
CCc1ccc(NC(=O)CSc2nc(C)c(C(=O)Nc3ccccc3)c(-c3ccc(OC)c(OC)c3)c2C#N)cc1 | u
Cn1nc(-c2ccc(F)cc2)cc1[C@H]1CN2CC[C@H]1C[C@@H]2CNC(=O)N1CCOCC1 | i
COCCOC1CCN(C(=O)NCCc2ccccc2)CC1 | 14%
O=C1CC2CCN(Cc3cscn3)CC2CCN1 (stereo not drawn) | i
COc1ccc(S(=O)(=O)NCCc2sc(-c3cccc(F)c3)nc2C)cc1 | -1%
Cc1cccc(-c2ccc3c(c2)C(=O)N2CC[C@H](NC(=O)COCC(=O)O)[C@H]2C(=O)N3)c1C | -17%
CNC(=O)N1CCC(n2c(C)cnc2-c2ccccc2)CC1 | -4%
COc1ccc(OC)c(NC(=O)Cn2cnc3sc(C)c(S(=O)(=O)N4CCN(c5ccccc5OC)CC4)c3c2=O)c1 | 11µM*

15 structures already listed, sorted by molar mass, smallest number first:
SMILES | Pf Dd2 growth
Nc1ccc2nc(-c3ccc(O)cc3)sc2c1 | u
O=C1CC2CCN(Cc3cscn3)CC2CCN1 (stereo not drawn) | i
CNC(=O)N1CCC(n2c(C)cnc2-c2ccccc2)CC1 | -4%
COCCOC1CCN(C(=O)NCCc2ccccc2)CC1 | 14%
Cc1ccc(C)c(-c2cc3c(=O)n(CCNC(=O)c4ccccc4)ccn3n2)c1 | u
COc1ccc(CCNC(=O)CN2C(=O)NC3(CCOCC3)C2=O)cc1OC | 6%
CC(C)CNc1ccc2c(n1)C(C)(C(=O)NC1CC1)CN(Cc1ccccc1)C2 (stereo not drawn) | -19%[44.1 µM]
COCCNc1ccc(-c2noc([C@@H]3CCCN3Cc3ccccc3F)n2)cn1 | u
Cc1ccc2oc(C(=O)Nc3cccc(-c4nc5ccccc5s4)c3)c(C)c2c1 | 40%[activator]
COc1ccc(S(=O)(=O)NCCc2sc(-c3cccc(F)c3)nc2C)cc1 | -1%
Cc1cccc(NC(=O)N2CC(Oc3ccccc3-c3nc(-c4ccccc4)no3)C2)c1 | -28%
Cn1nc(-c2ccc(F)cc2)cc1[C@H]1CN2CC[C@H]1C[C@@H]2CNC(=O)N1CCOCC1 | i
CC(C)(C)OC(=O)N1CCC(c2c(C(=O)N3CCCCC3)cnn2-c2ccc(F)cc2F)CC1 | u
CCc1ccc(NC(=O)CSc2nc(C)c(C(=O)Nc3ccccc3)c(-c3ccc(OC)c(OC)c3)c2C#N)cc1 | u
COc1ccc(OC)c(NC(=O)Cn2cnc3sc(C)c(S(=O)(=O)N4CCN(c5ccccc5OC)CC4)c3c2=O)c1 | 11µM*

(cont.)
SMILES | Pf Dd2 growth
CCc1[nH]c2c(CNC(=O)c3cnc(C)nc3)cc(C)cc2c1C | u
CCCN(CC1CC1)C(=O)C1CCCN(Cc2ccncc2)CCC(=O)NCC1 (stereo not drawn) | -2%
Cn1cccc1C(=O)N[C@H]1C[C@H]2C(=O)Nc3ccc(/C=C/c4ccccc4)cc3C(=O)N2C1 | -36%
CCCN(C(=O)CCc1nc(-c2ccc(C)cc2)no1)c1ccc(OCC)cc1 | u
COc1ccc2c(c1)OCC(C(=O)NCCNc1cc(C)ccn1)C2 (stereo not drawn) | -12%
CN(Cc1ccccc1)C(=O)C[C@@H]1c2nc(NC(=O)c3c(F)cccc3F)sc2C[C@@H]2[C@](C)(CO)[C@H](O)CC[C@]21C | u
CCc1cccc(NC(=O)c2cc(-c3ccccc3)n[nH]2)c1 | u
COc1cc2ccccc2cc1C(=O)N1CCN(c2nc3c(F)cccc3s2)CC1 | i
CCN(CC)C(=O)c1sc(NC(=O)C(C)Sc2nc(-c3ccccc3)cc(C(F)(F)F)n2)c(C(=O)OC)c1C (stereo not drawn) | 0.35µM*
CC1CCC2(CC1)OCC(C(=O)NCC1CCCO1)N2C(=O)c1cccc([N+](=O)[O-])c1 (stereo not drawn) | i
Cn1ncc(N2CCC(CNC(=O)c3ccccc3-n3cncn3)C2)cc1=O (stereo not drawn) | 4%
Cc1ccccc1C(=O)N1CC2(Cc3ccccc3C(=O)N2)C1 | 5%
COc1cccc(-c2cnc([C@@H]3COCCN3Cc3ccccc3)[nH]2)c1 | 11µM*
Cc1cc(F)ccc1NC(=O)c1cnc2c(c1)N(C(=O)CCc1ccccc1)CCC2 | i
COc1ccc(-c2ccc3ncn(C4CC4)c(=O)c3n2)cc1OC | u
Oc1ccccc1-c1nc2cnccn2c1Nc1ccc(Cl)cc1 | 2.5µM*
Cc1cn2nc(C(=O)Nc3ccc(C(F)(F)F)cc3)cc2c(N2CCSCC2)n1 | -16%
CCc1ccc(-n2c(=O)c3cccnc3n2CC(=O)NCc2ccc(F)cc2)cc1 | -21%
O=C1NC[C@@H](CCC(=O)N2CCCCC2)N2C[C@@H](NC(=S)Nc3ccc(Cl)cc3)C[C@@H]12 | 6.3µM*
Cc1ccc(CNC(=O)CCCn2c(=O)c3ccccc3n(Cc3ccc(Cl)cc3)c2=O)cc1 | 52%[activator]
COc1cccc([S+](=O)([O-])N2CCC3(CC2)C(=O)NCN3Cc2ccc(Cl)cc2)c1 | u
COc1cc(C2CC(=O)N(Cc3cccc(F)c3)c3ccccc3S2)cc(OC)c1OC (stereo not drawn) | 4.5µM*
CO[C@H]1COCCN(C(=O)c2cc(C)nn2C)C1 | 34%[44.1 µM]
O=c1[nH]c(C2CCN([S+](=O)([O-])c3cccc(C(F)(F)F)c3)CC2)nn1-c1ccccc1 | u
Cc1ccccc1OCc1ccc(-c2nc(C#N)c(N3CCCCC3)o2)o1 | u
CCCCc1nn(CC(=O)NC[C@H]2CCc3ccccc3O2)c(=O)n1CC | 3%
O=C(C1Cc2ccccc2O1)N1CCc2onc(-c3ccc(F)c(F)c3)c2C1 (stereo not drawn) | -8%
CC(C)c1ccc(OCC(=O)Nc2c(Cl)ccc3nsnc23)cc1 | 40%[activator]
CCN1c2cc(C(=O)NCc3ccc(C)c(C)c3)ccc2C(=O)N2CCCCC21 (stereo not drawn) | i
CCc1ccc(CN2CCC3(CC2)Cc2ccccc2CNC3=O)s1 | -29%

Pulled one by one from the entries so far:
SMILES | Pf Dd2 growth
CCc1ccc(CN2CCC3(CC2)Cc2ccccc2CNC3=O)s1 | -29%
CC(C)c1ccc(OCC(=O)Nc2c(Cl)ccc3nsnc23)cc1 | 40%[activator]

(continued)
SMILES | Pf Dd2 growth
CCc1noc(-c2cccn3c(CNC(=O)c4c(F)cccc4Cl)nnc23)n1 | u
COc1cccc(C(=O)NCCC2CCN(C(=O)Nc3ccccc3F)CC2)c1 | -20%
Cc1ccc(NC(=O)CCn2ccn3nc4c(c3c2=O)CCCC4)c(F)c1 | u
CN(C)C(=O)c1ccc(-c2cc3c(cn2)CN(CCc2ccccc2)CCN3)cc1 | i
COc1cccc(CNC(=O)c2cccc(-n3c(C)nc4cccnc43)c2)c1OC | 9%
Cc1ccccc1[C@H]1C[C@@H](O)[C@@H](O)[C@@H]1NC(=O)c1c(-c2ccccc2)noc1C | -14%[44.1 µM]
CC(C)C(=O)N1CCC2(CC1)CCC(O)(CN(C)C)CC2 | -13%
CCN1C(=O)C2(CCN(C(C)=O)CC2)c2ccccc21 | 42%[activator]
CCOc1ccc(CNC(=O)C2CCN(S(=O)(=O)c3cn(C)cn3)CC2)cc1 | 30%[activator]
CCOc1ccc(CNC(=O)c2cnc3sc(N4CCOCC4)nn3c2=O)cc1 | 9%
O=C(NC1CC1)C1CC(=O)N(c2n[nH]c3ccccc23)C1 (stereo not drawn) | 0%
O=C(c1ccc2cc[nH]c2c1)N1CCC(N2CC(OCC3CC3)C23CCOCC3)CC1 (stereo not drawn) | u
CCc1noc(-c2cn(C3CCN(C(=O)C(C)Oc4ccccc4)C3)nn2)n1 (stereo not drawn) | 191%[activator]
COc1ccc(NC(=O)Cn2c(-c3cccc(Cl)c3)nc(C)c(CCO)c2=O)cc1OC | u
O=C(Cc1cccc(Cl)c1)N1CCn2c(nnc2-c2ccccc2)C1 | -1%
COCC1CN(C(=O)c2ccc3cc[nH]c3c2)CC12CCOCC2 (stereo not drawn) | 17%
O=C(Nc1ccc(Cl)cc1)N1CCC(Oc2ncccc2C(=O)N2CCOCC2)C1 (stereo not drawn) | i
CC(C)CCNC(=O)c1ccc(N2CC3CC(C2)[C@H]2CCCC(=O)N2C3)nc1 (stereo partly drawn) | i
COc1ccc(NCc2cc3ccc(OC)cc3n(CC(=O)Nc3cccc(OC)c3)c2=O)cc1 | i
COc1ccc(C(=O)Nc2ccccc2-c2nc3ccccc3s2)c(OC)c1 | u
Cc1cc(F)ccc1NC(=O)CCn1nc(C)c(S(=O)(=O)N2CCCCC2)c1C | i
CCCn1cc(C(=O)N2CC[C@@](O)(COC)C(C)(C)C2)c(C)n1 | 2%
CCn1c(SCc2cccc(Br)c2)nnc1-c1nonc1NC(C)=O | -23%
CCOc1ccccc1CN1C[C@@H](CO)[C@H](NC(=O)COC)C1 | i
O=C(Cn1cccc1-c1nc(-c2ccc(F)cc2)no1)NC1CCCC1 | u
CCOC(=O)c1cccc(NC(=O)c2cc3c(=O)n(C)c4ccccc4c3n2C)c1 | 35%[activator]
CC(=O)N1CCC2(CCN(C(=O)c3ccc(Cl)cc3)CC2)Oc2ccccc21 | u
COc1ccc(C2Cn3nnc(-c4noc(-c5ccc(N(C)C)cc5)n4)c3CO2)cc1 (stereo not drawn) | 19%
COc1ccc(-c2ccnc(-c3nnc(C)n3Cc3cccnc3)c2)cc1OC | i
CCn1cnnc1CC1CCN(C(=O)c2cnn3c(C)c(Cc4ccccc4Cl)c(C)nc23)CC1 | u
COc1ccc(C2c3cccn3CCN2S(=O)(=O)c2ccc([N+](=O)[O-])cc2)cc1 (stereo not drawn) | u
O=C([C@@H]1C[C@H](F)CN1C(=O)Nc1ccccc1Cl)N1CCCCC1 | -1%
Cc1cccc(OCCc2noc(C3CNC3)n2)c1 | u
COc1cccc(N2CCN(C(=O)CN3CCSc4ccccc43)CC2)c1 | 10%
Cn1cccc1CNC(=O)Cn1nc2c(cc1=O)CCCCC2 | -8%
O=C(c1ccc2c(c1)OCO2)N1CCCN(c2cc(-c3ccc(Cl)cc3)[nH]n2)CC1 | i
Cc1ccc(C)c(CNC(=O)C2CCN(c3nc4ccccc4nc3C(F)(F)F)CC2)c1 | 32%[activator]
Cc1cccc(CSc2nc3c([nH]c4ccccc43)c(=O)n2C)c1 | 27%
COc1ccc(C(=O)N2CCC3(CC2)N=C(c2ccc(C)cc2)NO3)cc1F | u
Fc1ccc(C2Cn3nnc(-c4nc(-c5cccc(Br)c5)no4)c3CO2)cc1 (stereo not drawn) | 9%
Cc1ccc(C(=O)N2CCC(c3nc(-c4ccccc4)no3)C2)s1 (stereo not drawn) | i[5.79 µM]
COc1cc(-c2nc(Cn3nnc(C(=O)Nc4cc(C)cc(C)c4)c3C)c(C)o2)cc(OC)c1OC | -25%
CCN(Cc1ccccc1)C(=O)c1cc2c(=O)[nH]c3ccc(C)cc3c2s1 | u
Cc1cccc(NC(=O)c2cc(S(=O)(=O)N3CCCCC3)c[nH]2)c1C | -20%
CCc1c(C)cc(C(=O)N[C@H]2CCOC[C@H]2C2CCOCC2)c(=O)n1C | -10%
C1CC(N(CC2CC2)C2CNC2)CCO1 | 31%
COc1ccc2nc([C@H]3CCN(C(C)C)C3)[nH]c2c1 | 32µM*
O=C(Nc1ccc(F)cc1)N1CCC(O)(c2csc(CN3CC[C@@H](O)C3)n2)CC1 | 6%[44.1 µM]
Cc1ccc(NC(=O)CN(CCc2ccccc2)S(=O)(=O)c2ccccc2)c(C)c1 | u
CCN1c2cc(C(=O)Nc3ccc(OC)c(F)c3)ccc2C(=O)N2CCCCCC21 (stereo not drawn) | -16%

These rows are one share of the data; the hit share may differ from the screen's.
